APP 5'UTR act = activates APP 5'UTR luciferase reporter. SH-SY5Y APP 5'UTR luciferase reporter, luminescence; zero percent = DMSO vehicle wells. activation, % at 2 µM. 1% of 190,000 active. AID 1276;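 active means activation above a set limit, based on mean plus 3 SD of controls, cut at about 140% in these data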; further: values of inactives mirror those of a sister screen read the other way
FLuc inh counter = Photinus pyralis luciferase inhibition counter-screen; P08659; ATPLite firefly luciferase biochemical luminescence, 10 min; inhibition, % at 10 µM; 1.5% of 200,000 active;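 active means inhibition above about 50% when tested at 10 µM, limit read from the data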
Target sequence (P08659 whole entry, looked up): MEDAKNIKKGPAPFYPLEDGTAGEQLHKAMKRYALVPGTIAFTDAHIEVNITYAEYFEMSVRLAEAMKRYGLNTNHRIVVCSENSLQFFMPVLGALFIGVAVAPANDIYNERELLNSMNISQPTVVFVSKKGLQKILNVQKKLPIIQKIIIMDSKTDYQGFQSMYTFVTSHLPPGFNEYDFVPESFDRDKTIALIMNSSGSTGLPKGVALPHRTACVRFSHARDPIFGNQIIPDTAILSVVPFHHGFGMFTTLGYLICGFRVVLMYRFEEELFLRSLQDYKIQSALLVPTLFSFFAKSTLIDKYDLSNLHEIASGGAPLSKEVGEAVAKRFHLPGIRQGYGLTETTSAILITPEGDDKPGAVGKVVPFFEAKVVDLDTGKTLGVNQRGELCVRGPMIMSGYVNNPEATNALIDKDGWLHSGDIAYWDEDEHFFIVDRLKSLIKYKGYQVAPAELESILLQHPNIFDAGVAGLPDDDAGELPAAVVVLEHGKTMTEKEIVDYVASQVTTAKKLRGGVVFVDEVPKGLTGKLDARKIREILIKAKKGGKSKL
STAT1 act = STAT1 signaling activation | NIH 3T3 STAT1-luciferase reporter, IFN-gamma, luminescence; 100% = IFN-gamma alone, no compound | activation (% of control), % at 5.5 µM | 2.6% of 200,000 active | AID 932;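 active means activation above the screen-wide mean activation plus 3 SD, cut at about 130% in these data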;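 further: raw ratio to IFN-gamma control signal so 100% means no change and 0% no light; values of inactives mirror those of a sister screen read the other way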
APP 5UTR inh = APP translation inhibition | 0.82% of 190,000 active | inhibition, % at 2 µM | SH-SY5Y APP 5'UTR-luciferase reporter, luminescence;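 active means inhibition above a set limit, derived from the sample mean plus 3 SD, cut at about 45% in these data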; further: values of inactives mirror those of a sister screen read the other way
G6PDH counter = counter-screen for G6PDH assay hits: L. mesenteroides G6PDH inhibition; inhibition, % at 5 µM; Purified L. mesenteroides G6PDH, diaphorase/resazurin coupled fluorescence, 45 min; 0.12% of 200,000 active; in the data active means inhibition above about 50%
FLuc act counter = firefly luciferase counter-screen for stimulation assays; P08659; ATPlite luciferase biochemical, luminescence, 10 min; 0 = ATP-free wells, 1 = DMSO control; activation factor at 10 µM; 200,000 tested, under 10 active; AID 1027;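 active means luciferase activation factor, scaled between plate controls, of at least 2 with compound at 10 µM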
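Material: Luciferase/luciferin reagent mix | Doses: Test compounds dosed from 2 mM stocks in 100% DMSO | Timing: 10 min incubation after luciferase reagent addition, room temperature | Measured by: Luminescence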
NF-kB neuron act = NF-kB expression increase, human neuronal cells; NF-kB reporter expression; stronger effect = higher value; fold change at 12.5 µM; 1.6% of 190,000 active; in the data active means fold change above about 3.3
Hsp70 activator = transcriptional activators of Hsp70; HeLa Hsp70 promoter luciferase reporter, luminescence; scaled: vehicle 0, proteasome-inhibitor control 100%; activation, % at 10 µM; 0.04% of 200,000 active; AID 1203;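 active means activation above the mean across all tested compounds plus 3 SD, cutoff set per campaign, cut at about 5.5% in these data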;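 further: 100% = MG132 at 30 µM as the positive control and 0% = DMSO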
HMGR II inh = inhibitors of class II HMG-CoA reductase from Enterococcus faecalis | purified E. faecalis HMGR, NADPH absorbance 340 nm kinetic | inhibition, % at 10 µM | 0.41% of 190,000 active | AID 1066;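 active means inhibition above a set limit, the median over all tested compounds plus 3 SD, cut at about 9.5% in these data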;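 further: enzyme runs in reverse so mevalonate oxidation gives rising NADPH absorbance; 0% = complete reaction with DMSO and 100% = background rate lacking mevalonate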
DTT redox prof = compounds producing H2O2 with reducing agent – biochemical, NIH compound library profiling, artefact control for MLSCN library redox annotation, primary screen; DTT-dependent redox cycling H2O2, phenol red/HRP absorbance; 100% = 100 µM peroxide control, 0% = buffer; activation, % at 10 µM; 0.03% of 200,000 active;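 active means activation of at least 50% relative to the plate's high and low controls in the primary single-dose screen; inactive means activation below 50%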;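 further: compound incubated with DTT at 0.8 mM final as the reducing agent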
An asterisk follows results filed as active; nt = not tested or not shown.

Molecule,G6PDH counter,APP 5UTR inh,HMGR II inh,STAT1 act,DTT redox prof,FLuc inh counter,APP 5'UTR act,Hsp70 activator,NF-kB neuron act,FLuc act counter
CCOC(=O)N(C)S(=O)(=O)c1ccccc1[N+](=O)[O-],2,-1,-6,104,-2.8,0,1,-0.2,1.1,1
Fc1ccc(NC(=S)N2CCN(C/C=C/c3ccccc3)CC2)c(F)c1,20,-13,1,95,0.4,-9,13,0.1,1.1,1.1
Cc1ccccc1C(=O)OC1OC(=O)C(Cl)=C1Nc1ccccc1 (configuration not stated),2,-4,-1,91,-0.6,0,4,-0.3,1.2,1
COc1ccc(C2C(C(=O)O)CCC(=O)N2c2ccc(OC)cc2)cc1 (configuration not stated),-2,7,-4,95,0.1,-7,-7,-0.4,1.5,1.1
COc1ccc(CCNC(=O)c2cc(-c3ccc(C)c(C)c3O)n[nH]2)cc1OC,6,4,-1,98,-0.2,-1,-4,-0.4,0.74,1
CCOc1ccccc1CNCCNCC(C)O (configuration not stated),16,6,2,101,-0.7,-1,-6,0.0,nt,1
Cc1cc2cc(C=C(C#N)C#N)c(Cl)nc2cc1C,-4,1,-2,123,-0.4,14,-1,0.0,1.2,0.9
CCOC(=O)c1cc(C)sc1N1C(=O)C2C3C=CC(C3)C2C1=O (configuration not stated),0,3,1,103,0.0,-8,-3,-0.3,0.88,1.1
O=C(c1ccc(Cl)cc1)C1CCCN(Cc2ccc(Oc3ncccn3)cc2)C1 (configuration not stated),25,-1,1,88,0.4,-2,1,-0.1,0.86,1
COc1ccc(N(CC(O)Cn2c(C)nc3ccccc32)S(=O)(=O)c2ccc(C)cc2)cc1 (configuration not stated),15,16,-3,100,-0.2,-4,-16,0.0,1.2,1
COC(=O)c1cccc(NC(=O)C2COc3ccccc3O2)c1C (configuration not stated),2,nt,-1,nt,nt,-7,nt,nt,1.2,1.1
O=C1CC(N2CCOCC2)C(=O)N1c1ccc2c(c1)OCO2 (configuration not stated),-4,1,-1,100,1.1,-6,-1,-0.1,1.5,1.1
COc1ccc(OCC(O)COc2ccc(OC)cc2)cc1,5,6,1,88,0.7,6,-6,0.1,0.86,0.9
O=C(OCn1nnc2ccccc2c1=O)c1cc(-c2ccccc2)nc2ccccc12,-14,5,-8,104,-0.1,1,-5,-0.3,1.2,1
CC(C)CNS(=O)(=O)c1ccc(CCC(=O)Nc2cc(Cl)ccc2Oc2ccccc2)cc1,-2,5,-2,97,0.4,-1,-5,0.4,0.82,1
CCN(CC)C(=O)c1ccccc1NC(=O)c1ccccc1C,2,-5,-1,102,-0.8,-8,5,-0.1,1.1,1.1
COc1cnn(-c2ccc(C)cc2)c(=O)c1Cl,2,-24,-8,141*,-1.2,0,24,-0.1,2,1
CN1CCC(C2(O)c3ccccc3CCc3ccccc32)CC1,13,-23,-2,107,3.8,-1,23,-0.1,1,1
CCOc1cc2[nH]c(=O)n(CCC(=O)NCCc3ccccc3)c(=O)c2cc1OCC,2,1,0,96,-0.1,-7,-1,-0.1,1.1,1.1
O=C(c1ccc(CN2CCOCC2)cc1)N1CCN(c2ccccc2F)CC1,-2,-4,-4,101,0.0,-6,4,-0.4,0.9,1.1
Brc1ccc(OCCn2ccnc2)cc1,-6,-7,1,100,1.5,-4,7,0.0,0.97,1
COc1ccc(CCNC(=O)Cn2nnc(-c3cccc(OC)c3OC)n2)cc1OC,9,7,-2,94,1.4,-8,-7,-0.4,1.2,1.1
Cc1ccn2c(/C=N/OCc3cccc(F)c3)c(-c3ccc(Cl)cc3)nc2c1,-3,13,-5,97,-3.9,5,-13,-0.3,1.3,1
CCOc1ccc(Cc2nn[nH]n2)cc1,10,-1,0,100,2.7,-2,1,0.1,0.99,1
Clc1ccc(Cn2ncc3c(N4CCOCC4)ncnc32)cc1,-9,-3,0,102,1.9,-10,3,-0.3,0.51,1.1
COc1ccccc1-c1cc(C(=O)NCc2ccc(Cl)cc2)no1,10,2,-8,108,0.3,-5,-2,-0.1,0.94,1
O=C1CC(N2CCN(c3ccccn3)CC2)C(=O)N1CC(c1ccccc1)c1ccccc1 (configuration not stated),10,-15,-3,107,-0.7,-3,15,-0.1,0.56,1
Cc1ccc(C(=O)C2OC(=O)C(C)(C)C(=O)C2(C)C)cc1 (configuration not stated),4,-9,-5,100,0.1,-1,9,-0.4,1.1,1
O=C(CSc1nnc(-c2ccc(S(=O)(=O)N3CCOCC3)cc2)o1)c1ccccc1F,0,-3,1,101,-0.5,-8,3,0.8,1.3,1.1
OCCCn1c(-c2ccccc2)nc(=S)c2c1CCCC2,13,2,-6,104,-3.8,-5,-2,0.0,1.1,1.1
O=C(O)c1nn(-c2cccc(Cl)c2)c(=O)cc1O,9,14,1,103,-0.8,-2,-14,0.1,1.1,1
O=C(C1CCCCC1)N1CCc2ccccc21,-1,-5,4,111,0.4,-4,5,-0.3,1.1,1
COC(=O)CN(C(=S)Nc1ccc(F)cc1)C1CC(=O)N(c2ccccc2)C1=O (configuration not stated),8,8,-5,99,-0.4,-10,-8,-0.3,1.1,1.1
Cc1ccnc(NC(=O)c2cc3ccccc3oc2=O)c1,3,-152,0,144*,-0.4,54*,152*,-0.2,5.9*,0.5
CCOC(=O)c1cnc(-n2nc(C)cc2C)nc1Nc1ccc(N(C)C)cc1,4,-8,-9,100,0.1,-7,8,-0.2,0.83,1.1
COc1ccc(Nc2nc(-c3cccc([N+](=O)[O-])c3)nc3ccccc23)c(OC)c1,-21,-3,-2,100,2.0,-7,3,-0.3,1,1.1
N#Cc1ccc(N2CCc3ccccc3C2)c([N+](=O)[O-])c1,-3,0,-13,95,-0.3,-1,0,-0.5,1.4,1
CCNc1ccc(S(=O)(=O)C(F)(F)F)cc1NC(=O)C12CCC(CC1)C2,-7,2,0,100,1.4,-3,-2,-0.5,1.1,1
O=C(COc1ccccc1-c1ccccc1)N/N=C/c1cccnc1,-1,3,-4,90,0.3,-4,-3,-0.2,0.91,1
COc1ccc(N=Nc2cnc(C)nc2-c2ccccc2)cc1,-28,18,3,109,1.6,-6,-18,-0.1,0.78,1.1
COc1ccccc1C1NC=C([N+](=O)[O-])C=C1[N+](=O)[O-] (configuration not stated),-1,1,7,93,-0.5,1,-1,0.0,0.93,1
COC(=O)c1ccc(CSc2nnc(NCc3ccccc3)s2)o1,7,-23,2,101,-0.2,4,23,-0.1,1.1,1
O=C(CSc1nc2ccccc2o1)Nc1nccs1,3,-10,1,100,-0.7,-3,10,0.0,1.6,1
CCC(C)C(NC(=O)C1CCC(C)CC1)C(=O)NCc1ccccn1 (configuration not stated),4,-12,-7,98,0.0,-4,12,0.0,1.1,1
Cc1c(/C=C/C(=O)c2ccccc2O)cnn1C,0,-91,1,112,0.1,32,91,0.3,3.9*,0.7
CC(=O)NC(Cc1ccccc1C)C(=O)NC1CCN(C(=O)c2ccc(C)cc2)CC1 (configuration not stated),3,14,-1,94,-0.2,0,-14,-0.1,1.3,1
CC(C)OC(=O)c1ccc(NC(=O)c2ccccc2)cc1,1,-100,-6,125,-0.6,8,100,0.2,2.5,0.9
CC(C)NC(=O)c1cc2n(n1)C(C(F)(F)F)CC(c1ccco1)N2 (configuration not stated),4,-22,0,94,-0.9,-5,21,-0.2,1.4,1.1

Next section (3 carried over from the part before).
Molecule,G6PDH counter,APP 5UTR inh,HMGR II inh,STAT1 act,DTT redox prof,FLuc inh counter,APP 5'UTR act,Hsp70 activator,NF-kB neuron act,FLuc act counter
CC(=O)NC(Cc1ccccc1C)C(=O)NC1CCN(C(=O)c2ccc(C)cc2)CC1 (configuration not stated),3,14,-1,94,-0.2,0,-14,-0.1,1.3,1
CC(C)OC(=O)c1ccc(NC(=O)c2ccccc2)cc1,1,-100,-6,125,-0.6,8,100,0.2,2.5,0.9
CC(C)NC(=O)c1cc2n(n1)C(C(F)(F)F)CC(c1ccco1)N2 (configuration not stated),4,-22,0,94,-0.9,-5,21,-0.2,1.4,1.1
CC(=O)Nc1ccc(S(=O)(=O)NCCSCc2ccc(Cl)cc2Cl)cc1,6,-2,-5,93,3.3,-10,2,-0.2,0.79,1.1
CC(C)c1ccccc1NC(=S)NCc1nc2ccccc2[nH]1,0,0,0,91,-0.5,-3,0,-0.1,1.2,1
COc1cc2c(cc1NC(=O)CSc1nnnn1-c1ccccc1)oc1ccccc12,-3,-4,0,98,2.6,-7,4,-0.3,0.92,1.1
CCOC(=O)N1CCN(C(=O)CCS(=O)(=O)c2ccc(Br)s2)CC1,-5,-2,0,93,-0.9,-5,2,-0.2,1.2,1.1
Cc1nc2ccccc2c(=O)n1NC(=O)Nc1ccccc1,-15,-5,-3,100,0.9,-5,5,-0.1,1.2,1
CCOC(=O)c1sc2nc(C3CC3)cc(-c3ccc(F)cc3)c2c1N,2,-18,-1,95,-6.6,0,18,-0.2,0.91,1
CC(=O)C(C)Oc1ccc2c3c(c(=O)oc2c1)CCCCC3 (configuration not stated),16,-78,2,119,2.2,13,78,0.5,2.1,0.9
COCCCn1c(SCC(=O)Nc2nc3ccccc3s2)nnc1-c1ccoc1C,6,-18,1,95,2.3,-7,18,0.0,1,1.1

Screening results: PubChem, several laboratories
